SUMO1-SIM PPI – alters human SUMO1 binding to SIM partners | inhibition, % at 20 µM | actives 0.33% (n = 360,000) | P63165 | SUMO1 binding to a labelled peptide, TR-FRET, 1 h; in the data active = inhibition above about 37%
Target sequence (P63165 whole entry, looked up): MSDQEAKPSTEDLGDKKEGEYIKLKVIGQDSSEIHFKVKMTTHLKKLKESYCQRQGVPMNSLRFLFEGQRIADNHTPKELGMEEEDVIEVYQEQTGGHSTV
DNMT1 block – inhibitors of human DNMT1; P26358; DNMT1 molecular beacon, Hinp1I cleavage, fluorescence; inhibition (reported as % activation of signal), % at 10 µM; actives 0.83% (n = 360,000); AID 588458; in the data active = inhibition above about 50%
STEP block – inhibitors of human striatal-enriched phosphatase STEP; P54829; recombinant STEP, OMFP fluorogenic substrate, fluorescence; inhibition, % at 20 µM; actives 0.25% (n = 360,000);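 active = inhibition at 20 µM, scaled per plate between control wells, above about 37%, limit read from the data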;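 also: 0% = DMSO with enzyme and substrate and 100% = substrate only without enzyme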
Target sequence (P54829 whole entry, looked up): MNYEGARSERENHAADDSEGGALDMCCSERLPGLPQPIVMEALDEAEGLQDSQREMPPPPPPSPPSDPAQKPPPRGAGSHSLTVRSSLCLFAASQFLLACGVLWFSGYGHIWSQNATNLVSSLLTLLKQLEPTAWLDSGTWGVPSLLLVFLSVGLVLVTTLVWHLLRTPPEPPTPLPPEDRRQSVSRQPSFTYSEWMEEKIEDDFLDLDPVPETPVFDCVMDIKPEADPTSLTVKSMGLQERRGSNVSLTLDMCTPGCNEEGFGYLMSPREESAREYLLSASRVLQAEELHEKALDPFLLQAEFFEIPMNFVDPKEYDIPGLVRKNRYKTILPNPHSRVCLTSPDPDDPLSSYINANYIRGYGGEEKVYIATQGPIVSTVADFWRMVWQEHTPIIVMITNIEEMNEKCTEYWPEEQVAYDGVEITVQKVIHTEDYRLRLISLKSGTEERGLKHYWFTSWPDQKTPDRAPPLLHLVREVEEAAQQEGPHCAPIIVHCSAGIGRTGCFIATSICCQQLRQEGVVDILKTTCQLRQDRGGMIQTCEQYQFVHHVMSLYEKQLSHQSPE
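System: STEP (striatal-enriched tyrosine phosphatase) enzyme, cell-free; medium: Bis-Tris pH 6.0 buffer with DTT, detergent; dosing: 20 µM, 1% DMSO; times: reaction 20 min, ambient temperature; detection: fluorescence, 480/540 nm; read-out basis: normalized % inhibition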
Scp-1 inhibitor – blocks human Scp-1 phosphatase activity. inhibition, % at 20 µM. Recombinant Scp1, phosphopeptide, malachite green phosphate absorbance. actives 0.88% (n = 340,000). Q9GZU7;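 active = inhibition above about 50% at 20 µM, limit read from the data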;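 also: plate controls were DMSO wells with enzyme for no effect and wells lacking enzyme for full effect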
Target sequence (Q9GZU7 76-261 limits assumed): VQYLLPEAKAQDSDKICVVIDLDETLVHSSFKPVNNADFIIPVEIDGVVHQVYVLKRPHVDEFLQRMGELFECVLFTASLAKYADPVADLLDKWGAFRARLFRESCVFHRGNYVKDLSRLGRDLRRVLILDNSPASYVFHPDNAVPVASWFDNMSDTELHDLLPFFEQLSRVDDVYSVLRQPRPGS
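Test system: SCP-1 phosphatase catalytic domain, residues 76-261 | Compound dosing: One concentration, 20 µM, with 1.0% DMSO | Schedule: 45 min room-temperature reaction, 5 min colour, 30 min stabiliser | Detection: Absorbance at 630 nm | Read-out basis: % inhibition of SCP-1 phosphate liberation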
CendR NRP1 mod – alters CendR peptide binding to human NRP-1. FAM-RPARPAR peptide binding to NRP-1, fluorescence polarization. inhibition, % at 25 µM. actives 0.85% (n = 360,000). AID 602438;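 active = inhibition or corrected inhibition above about 18%, plus a signal ratio from 0.5 to 1.5, limit read from the data, passing the limit was not always enough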; also: strong numbers were not always called active
LMPTP block – LMPTP (human) inhibition; recombinant LMPTP-A, OMFP fluorogenic substrate, fluorescence intensity; actives 0.22% (n = 360,000); inhibition, % at 20 µM; AID 651560;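 active = compounds that cut the enzyme signal by at least half of the control window in the single-dose screen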;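 also: plate controls were DMSO wells with enzyme plus substrate for no effect and substrate without enzyme for full effect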
Target sequence (P24666 whole entry, looked up): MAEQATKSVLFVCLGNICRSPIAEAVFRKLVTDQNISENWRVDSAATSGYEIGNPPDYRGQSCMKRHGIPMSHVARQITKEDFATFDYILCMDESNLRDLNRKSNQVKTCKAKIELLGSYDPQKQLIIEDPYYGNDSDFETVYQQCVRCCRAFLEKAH
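Assay system: LMPTP-A, protein tyrosine phosphatase of low molecular weight / Medium: pH 6.0 Bis-Tris buffer with DTT and Triton X-100 / Schedule: 50 min enzyme reaction at room temperature, protected from light / Measured by: endpoint fluorescence intensity from OMFP dephosphorylation / Read-out basis: % inhibition relative to no-enzyme and uninhibited control wells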
Rpn11 inh – Rpn11 (human) deubiquitinase inhibition; O00487; human 26S proteasome, Ub4-pepOG fluorescence polarization; 20S core pre-blocked with epoxomicin; calls only at 20 µM; actives 0.59% (n = 360,000); AID 588493;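 active = inhibition at 20 µM, scaled to each plate's controls, above about 33%, limit read from the data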
SKN-1 block – blocks SKN-1 activity in C. elegans | actives 0.49% (n = 360,000) | inhibition, % at 21.8 µM | C. elegans VP596 Pgst-4::GFP/RFP ratio, acrylamide-induced, 24 h | AID 624304;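 active = interference check ratio from 0.5 to 1.5 plus GFP to RFP signal ratio inhibition reaching or exceeding a fixed threshold, cut at about 30% in these data, passing the limit was not always enough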; also: some compounds called inactive have numbers as strong as hits
NadD block – inhibitors of Staphylococcus aureus NadD; purified NadD enzyme, colorimetric absorbance read-out; inhibition, % at 20 µM; actives 0.78% (n = 360,000); AID 602399; in the data active = inhibition above about 26%; also: some compounds past the cut are filed as inactive
MT1-MMP act inh – blocks activation of human MT1-MMP | HT1080 RFP-PRO-GFP cells, GFP/RFP ratio fluorescence, overnight; percent of plate control window, DMSO zero | GFP/RFP ratio change, % at 20 µM | actives 0.061% (n = 360,000) | AID 651647;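 active = GFP/RFP ratio change of at least 30% with cell ATP level not reduced by more than half and red fluorescence within 50% of control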; also: strong numbers were not always called active
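Read-out: GFP/RFP fluorescence ratio; Test system: RFP-PRO-GFP reporter HT1080 cells; Compound dosing: single-point 20 µM compound, 1% DMSO; Times: overnight compound exposure at 37 °C.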
The depositor's hits bear a star; i = inactive; . = no result given.

SMILES	SUMO1-SIM PPI	DNMT1 block	STEP block	Scp-1 inhibitor	CendR NRP1 mod	LMPTP block	Rpn11 inh	SKN-1 block	NadD block	MT1-MMP act inh
COc1cc2sc(C)nc2c2sccc12	6.2	-5.0	-0.4	-2.2	-13.3	0.4	i	31.7	1.0	-8.3
CC(C)(C)OC(=O)N[C@@H](Cc1ccccc1)C(=O)N1CCC(C(=O)O)CC1	1.0	1.7	3.9	3.2	0.0	-0.9	i	-20.4	-1.5	-1.1
O=C(Nc1ccc2nc(-c3ccco3)[nH]c2c1)c1cccs1	21.5	-9.3	1.4	20.6	-6.8	1.0	i	12.5	-3.2	2.4
Cc1ccc(N(C(=O)CS(=O)CC(=O)Nc2ccc(F)cc2)C(C)C(=O)NC(C)(C)C)cc1 (stereo not given)	-2.3	4.3	-0.7	-0.6	12.0	-0.4	i	9.1	-2.8	-0.9
CCCOc1ccc(-c2nc(OCC)c3ccccc3n2)cc1	1.8	3.0	1.7	3.1	-1.2	-0.1	i	7.6	19.4	0.7
O=C1COc2ccc(C(=O)COC(=O)CCc3ccc(S(=O)(=O)N4CCOCC4)cc3)cc2N1	2.0	-2.4	2.8	0.8	35.0*	-1.3	i	-20.3	-2.8	2.1
CC(=O)c1cccc(NC(=O)NC2CCCc3ccccc32)c1 (stereo not given)	2.1	11.4	-1.0	4.1	4.6	1.5	i	-1.7	0.4	-4.7
CCCCN1C(=O)C(=O)N(CC(=O)c2cc(C)n(-c3cc(C)on3)c2C)C1=O	-6.5	-5.9	-0.6	-10.4	-3.5	-0.6	i	-2.1	-3.2	0.7
COCCn1c(-c2ccccc2)cnc1N	0.3	4.3	-0.6	-2.9	2.5	-1.6	i	-2.8	-5.1	4.3
CC(=O)OCC1OC(OCc2cn(C[C@H]3CC[C@H](Cn4cc(COC5OC(COC(C)=O)C(OC(C)=O)C(OC(C)=O)C5OC(C)=O)nn4)O3)nn2)C(OC(C)=O)C(OC(C)=O)C1OC(C)=O (stereo not given in full)	0.3	3.0	-0.1	-14.5	19.4*	-2.2	i	19.7	0.9	-1.2
CCOn1c(=O)c(=O)n(O)c2ccccc21	-4.6	-2.0	1.0	-7.3	8.9	-0.3	i	-13.3	-3.1	0.8
N#Cc1c(Nc2ccc(Cl)cc2)s[nH]c1=O	2.2	-5.2	2.9	36.5	-9.6	-0.2	i	-10.0	4.2	-9.4
CC(=O)Nc1ccccc1NC(=O)C/C(C)=N/NC(=O)Cc1cccc2ccccc12	-5.0	2.4	-1.1	-7.5	-0.5	-0.8	i	12.1	-0.5	4.0
CCc1nc2ccc(C(=O)N(C)Cc3ccco3)cn2c1N(C)CCCc1ccccc1	6.1	-0.1	0.4	.	-1.3	-2.3	i	4.9	2.2	-6.9
O=C(O)c1cc2nccc(-c3ccco3)n2n1	-16.1	11.2	1.8	35.0	2.4	-0.7	i	-10.9	0.5	-1.8
CCOc1ccc(CNC(=O)c2ccc(Sc3ccc(C)cc3)c(NC(C)=O)c2)cc1	0.0	6.4	-0.3	-1.2	1.4	2.2	i	0.7	-2.8	4.1
Cc1ncn(C23CC4CC(CC(C4)C2)C3)n1	-0.4	-10.3	1.2	-4.6	-6.3	0.2	i	1.1	2.3	2.5
Clc1cccc(CNc2ccn3nc(-c4ccc(OCc5ccccc5)cc4)cc3n2)c1	-1.0	-19.7	-1.5	.	-8.2	6.6	i	23.9	9.4	-1.8
Cn1c2ccccc2c(=O)c2cc(C#CC3=CCCCC3)ccc21	7.5	32.4	1.5	-5.0	-41.0	5.1	i	31.1	32.1*	-5.4
O=C(Nc1cccc(Cl)c1)C1C2CCC3C(CCC21)C3(Cl)Cl (stereo not given)	0.9	1.2	1.4	-26.6	-2.6	4.7	i	9.5	-2.1	-5.2
CC1=[N+]([O-])C(C)(C)N(O)C1(C)C	0.8	4.2	-0.5	-12.8	-13.0	-0.5	i	-3.5	-4.2	-1.8
Cc1cc(C)c(C(=O)N2CCC(N3CCC(C(=O)NC(C)C)CC3)CC2)o1	-0.3	0.3	0.1	-2.4	-9.2	5.7	i	10.8	-4.3	-4.8
O=C(NCc1ccccc1)c1onc(CS(=O)(=O)c2ccccn2)c1C(=O)NCc1ccccc1	-5.7	5.8	0.0	-3.5	2.4	1.3	i	11.5	-1.2	-1.1
O=C(NCCSc1ccccc1)c1cncc(Br)c1	-4.7	-0.6	-3.9	-0.3	0.8	0.4	i	7.6	-5.2	7.5
COc1ccc(/C=N/Nc2cc(N(C)C)nc(N(C)C)n2)cc1	-6.3	51.5*	4.7	-2.0	-8.7	6.4	i	2.5	0.4	-3.4

The final 4 records of the part above come first, to join the parts:
SMILES	SUMO1-SIM PPI	DNMT1 block	STEP block	Scp-1 inhibitor	CendR NRP1 mod	LMPTP block	Rpn11 inh	SKN-1 block	NadD block	MT1-MMP act inh
Cc1cc(C)c(C(=O)N2CCC(N3CCC(C(=O)NC(C)C)CC3)CC2)o1	-0.3	0.3	0.1	-2.4	-9.2	5.7	i	10.8	-4.3	-4.8
O=C(NCc1ccccc1)c1onc(CS(=O)(=O)c2ccccn2)c1C(=O)NCc1ccccc1	-5.7	5.8	0.0	-3.5	2.4	1.3	i	11.5	-1.2	-1.1
O=C(NCCSc1ccccc1)c1cncc(Br)c1	-4.7	-0.6	-3.9	-0.3	0.8	0.4	i	7.6	-5.2	7.5
COc1ccc(/C=N/Nc2cc(N(C)C)nc(N(C)C)n2)cc1	-6.3	51.5*	4.7	-2.0	-8.7	6.4	i	2.5	0.4	-3.4
CCc1ccc(/C=C2/SC(=S)N(CCC(=O)Nc3cccc(C(=O)O)c3)C2=O)cc1	-7.3	2.8	8.2	0.4	-81.7	6.9	i	14.4	24.2	-3.2
Cc1ccc(C(=O)Cn2c(=N)n(CCN3CCOCC3)c3ccccc32)cc1	0.4	-0.2	0.4	-2.3	-2.8	0.5	i	4.0	-4.8	-4.4
Cc1nc(Cl)c(C#N)cc1-c1ccccc1	2.0	-1.0	0.9	-2.5	5.0	-0.8	i	7.6	4.7	-4.8
COc1ccc(OC)c(NC(=O)C2CCCN2S(=O)(=O)c2cccc3nsnc23)c1 (stereo not given)	-33.7	-1.4	0.3	0.6	-64.9	-0.6	i	1.0	-3.1	1.6
Cc1cccc(NC(=S)N2CCC(c3nc4ccccc4s3)CC2)c1	2.1	-5.1	0.9	2.1	-12.6	1.8	i	6.8	3.2	2.7
Cc1ccc(CNc2cccnc2)cc1	-1.4	1.8	1.5	-1.3	-5.1	5.2	i	-13.2	-5.2	0.2
O=c1ccnc2n1COCS2	1.3	-5.2	2.0	-5.0	-9.9	-0.1	i	-0.4	-4.3	1.0
CCOC(=O)[C@]12CCC=C1N(CCC1=CCCCC1)C(=O)[C@H](CC(=O)NCc1ccc(OC)c(OC)c1)C2	10.0	.	.	.	10.6	-0.6	.	-0.5	-3.1	3.0
Cc1cccc(CNc2ncnc3ccc(-c4ccc5c(c4)OCO5)cc23)c1	9.9	-9.4	-0.8	10.6	8.5	3.5	i	6.0	5.2	10.3
O=C(CN(C(=O)CNC(=O)c1cccs1)c1ccccc1)NC1CCCCC1	-1.5	-0.7	-2.3	-5.5	-1.1	-0.9	i	-1.0	0.6	-3.3
Cc1ccccc1NC(=O)C(C)SCc1ccccc1 (stereo not given)	-3.2	2.0	0.7	-8.6	-13.4	-0.2	i	5.5	0.0	-2.8
O=C(NC1CCCCC1)C1CC=CCC1C(=O)OCC(Cl)=C(Cl)Cl (stereo not given)	-2.5	7.9	5.0	-13.9	8.7	-1.3	i	-11.6	-2.0	3.1
COc1ccccc1NC1=C(Cl)C(=O)N(c2ccccc2)C1=O	-16.1	3.5	0.9	-11.2	-5.9	2.6	i	2.6	-5.7	2.0
CCOc1ccc(C(C)(C)C)cc1S(=O)(=O)N1CCOCC1	-1.2	1.3	-2.9	-9.3	-5.0	-1.0	i	-5.0	0.3	2.2
COc1cc(C(C)=O)ccc1OC(=O)c1cc2cccc(OC)c2oc1=O	-26.5	1.1	2.9	-17.2	9.8	0.0	i	6.3	-1.3	3.9
COc1cc(C(=O)Nc2cccc3cccnc23)cc(OC)c1OC	-15.2	-1.1	3.0	-13.9	0.0	0.1	i	6.2	-5.1	-0.5
FC(F)(F)c1cc(-c2ccccc2)nc(N2CCCCC2)n1	2.2	2.4	3.9	-2.2	6.2	0.8	i	-1.3	7.2	-5.9
COc1cccc(-c2nc(=S)c3c(o2)CCCC3)c1	-0.5	-2.5	1.0	-15.2	-18.8	2.2	i	5.9	-6.8	-6.0
CCCC(=O)Nc1nn(C)c2nc3c(C)cccc3cc12	1.4	2.4	0.5	-4.8	-7.0	-0.4	i	21.3	-10.3	-0.1
CCC(C)/C(C)=N/NC(=O)C1COc2ccccc2O1 (stereo not given)	-0.5	1.1	-2.6	-5.7	-0.7	-2.3	i	-2.4	-2.5	2.5
O=C(NC(Cc1c[nH]c2ccccc12)C(=O)O)c1ccccc1 (stereo not given)	0.1	2.2	7.1	-11.2	-1.5	-0.9	i	18.3	5.3	1.4
COc1ccccc1NC(=O)CCN1C(=O)c2ccccc2S1(=O)=O	-1.4	-3.3	-1.6	-9.5	-12.8	-0.7	i	-4.6	-3.5	2.4
CC[C@]12c3[nH]c4ccccc4c3CCN1C(=O)C(CC(=O)NCc1ccc(OC)c(OC)c1)C[C@@H]2C(=O)N1CCN(C(=O)C2CC2)CC1 (stereo not given in full)	-0.4	0.8	-2.2	-8.3	-5.7	0.0	i	7.3	10.5	-2.2
CCn1c(SCC(=O)N/N=C/C=C/c2ccco2)nnc1-c1ccc(OC)cc1	-5.5	0.8	2.7	3.8	-9.1	-0.4	i	9.1	2.5	-5.2
CCc1cccc(NC(=O)Cc2ccc([N+](=O)[O-])cc2)c1	-9.2	7.9	0.0	-12.3	-4.7	-0.8	i	12.8	-4.9	7.0
Cc1ccc(N2C(=O)S/C(=C/c3cn(C)c4ccccc34)C2=O)cc1	-3.6	17.9	-2.0	-7.9	-5.9	1.4	i	0.5	2.8	1.6
CNC(=O)/C(=C/c1ccc2c(c1)OCO2)NC(=O)c1ccc(Br)cc1	-4.1	7.1	-3.7	-5.1	2.8	-1.9	i	16.1	-6.3	1.6
CCOc1ccc(N(Cc2cc3cc(C)ccc3[nH]c2=O)C(=O)COC)cc1	-5.5	3.3	0.8	-4.7	-0.4	-0.7	i	10.8	0.9	-1.7

Exported in markdown: part of the list above
| compound | SUMO1-SIM PPI | DNMT1 block | STEP block | Scp-1 inhibitor | CendR NRP1 mod | LMPTP block | Rpn11 inh | SKN-1 block | NadD block | MT1-MMP act inh |
| --- | --- | --- | --- | --- | --- | --- | --- | --- | --- | --- |
| CCC(C)/C(C)=N/NC(=O)C1COc2ccccc2O1 (stereo not given) | -0.5 | 1.1 | -2.6 | -5.7 | -0.7 | -2.3 | i | -2.4 | -2.5 | 2.5 |
| O=C(NC(Cc1c[nH]c2ccccc12)C(=O)O)c1ccccc1 (stereo not given) | 0.1 | 2.2 | 7.1 | -11.2 | -1.5 | -0.9 | i | 18.3 | 5.3 | 1.4 |
